# Screening results (PubChem BioAssay)
# PglD DTNB: blocks C. jejuni PglD acetyltransferase activity; hit rate 0.098% among 360,000; purified PglD enzyme, DTNB colorimetric CoA detection; inhibition, % at 12.5 µM; in the data active = inhibition above about 16%, passing the limit was not always enough; note: strong numbers were not always called active
# RAD54 branch: blocks human RAD54 Holliday junction branch migration; inhibition, % at 10.4 µM; AID 602329; Q92698; hit rate 0.14% among 360,000; FAM/BHQ fluorescence;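 active = mean normalized replicate activity at least 40 and at least half of replicates scoring 40 or more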;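 note: 0% = median of neutral control wells and 100% = median of positive control wells; inhibitors cause a drop in the FAM fluorescence signal; in these data hits start at about 50%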
# E-sel inducer: induces E-selectin expression in human endothelial cells; P16581; HUVEC E-selectin immunofluorescence imaging; normalized: neutral wells 0, TNF-alpha wells 100; activation, % at 7.58 µM; hit rate 0.37% among 260,000;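 active = mean E-selectin-positive cell signal at least 10% of the positive control, reached in at least 60% of replicates, without over 20% cell loss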;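 note: in these data hits start at about 27%; measured in HUVEC primary endothelial cells; signal is the percent of cells scored E-selectin positive by PE staining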
# Target sequence (P16581 whole entry, looked up): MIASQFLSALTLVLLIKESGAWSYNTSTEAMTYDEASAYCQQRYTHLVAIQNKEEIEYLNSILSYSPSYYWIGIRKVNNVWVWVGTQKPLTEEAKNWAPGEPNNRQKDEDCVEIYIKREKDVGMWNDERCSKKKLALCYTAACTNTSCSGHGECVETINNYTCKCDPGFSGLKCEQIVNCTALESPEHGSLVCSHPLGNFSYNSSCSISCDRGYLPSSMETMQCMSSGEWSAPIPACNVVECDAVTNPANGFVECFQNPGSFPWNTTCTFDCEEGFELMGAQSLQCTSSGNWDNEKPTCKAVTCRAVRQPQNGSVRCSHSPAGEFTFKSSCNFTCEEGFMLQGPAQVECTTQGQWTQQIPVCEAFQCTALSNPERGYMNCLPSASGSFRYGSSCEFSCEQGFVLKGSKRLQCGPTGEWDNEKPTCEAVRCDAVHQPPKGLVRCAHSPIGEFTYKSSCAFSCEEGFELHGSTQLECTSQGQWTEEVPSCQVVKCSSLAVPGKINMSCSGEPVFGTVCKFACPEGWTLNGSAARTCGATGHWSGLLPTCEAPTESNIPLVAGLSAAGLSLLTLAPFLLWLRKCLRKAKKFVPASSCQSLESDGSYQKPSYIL
#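 Read-out: % PE-positive cells | Test system: HUVEC | Doses: One compound dose added by pin transfer | Buffer or medium: EGM-2 over gelatin coat | Signal: Immunofluorescence imaging | Benchmarks: TNF-alpha, DMSO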
# ERAP1 HTS inh: inhibitors of human ERAP1 aminopeptidase; Q9NZ08; inhibition, % at 10.7 µM; hit rate 0.15% among 340,000; AID 652197; recombinant ERAP1, Leu-AMC fluorescence, 60 min;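 active = mean replicate inhibition of at least 30%, or all replicates individually reaching that 30% level; inactive = mean below 30% and not every replicate reaching it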;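 note: 0% = neutral control wells and 100% = L-leucinethiol positive control wells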
# PGC1a acetyl inh: lowers PGC1a acetylation signal in U2OS cells; AlphaScreen anti-acetyl-lysine; with virally co-expressed GCN5 acetyltransferase; inhibition, % at 15.6 µM; hit rate 0.17% among 350,000;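 active = every replicate shows inhibition of at least 40%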;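 note: 0% = neutral control wells and 100% = positive control wells; some results beyond the cut were filed as inactive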
# Cneo AK release: causes C. neoformans cell lysis; hit rate 0.2% among 360,000; AID 651654; lysis activity, % at 15 µM; adenylate kinase release luminescence, 4 h; normalised: neutral wells 0, clomiphene wells 100;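 active = mean lysis activity across replicates of at least 80%, whatever share of replicates individually reach that level; inactive = mean lysis activity below 80%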
#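 read-out = cell lysis signal | test system = log-phase Cryptococcus neoformans yeast cells | input = cells at 5 × 10^6 per mL | medium = fresh YPD growth medium | signal = luminescent adenylate kinase detection reagent | timing = 4 h at 37 °C static, read 1 h later | dosing = single dose | controls = Clomiphene as positive lysis control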
# miR122 inh: inhibitors of miR-122 in Huh7 cells. hit rate 0.3% among 340,000. Huh7 miR-122 Renilla luciferase sensor, 48 h; neutral wells = 0, positive control = 100. activation (reporter increase), % at 12.5 µM;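 active = mean replicate activation score at least 90 and every replicate individually at or above 90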;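 note: higher luciferase means less miR-122 activity so hits act as miR-122 inhibitors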
# RAD52 inh: inhibitors of human RAD52 DNA annealing. recombinant RAD52 DNA annealing, FRET fluorescence. inhibition, % at 18.7 µM. hit rate 0.46% among 360,000. AID 651710;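 active = every replicate showing at least 50% inhibition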
# Target sequence (P43351 whole entry, looked up): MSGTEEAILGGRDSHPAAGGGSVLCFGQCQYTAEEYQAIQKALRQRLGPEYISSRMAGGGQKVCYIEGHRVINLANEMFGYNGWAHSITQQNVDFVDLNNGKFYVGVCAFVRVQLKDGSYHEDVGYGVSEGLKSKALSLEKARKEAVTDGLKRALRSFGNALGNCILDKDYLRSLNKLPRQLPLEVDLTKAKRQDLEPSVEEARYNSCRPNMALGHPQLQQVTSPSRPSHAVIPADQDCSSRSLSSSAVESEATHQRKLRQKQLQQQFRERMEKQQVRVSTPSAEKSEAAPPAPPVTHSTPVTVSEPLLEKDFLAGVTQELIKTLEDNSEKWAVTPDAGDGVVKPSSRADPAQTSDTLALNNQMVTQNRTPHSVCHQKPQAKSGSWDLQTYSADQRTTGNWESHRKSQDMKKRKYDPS
# * marks the source's active call; other numbers are inactive results; · = no result given; & = joins results of further samples; [ ] = dose if it differs, or a comment.
SMILES,PglD DTNB,RAD54 branch,E-sel inducer,ERAP1 HTS inh,PGC1a acetyl inh,Cneo AK release,miR122 inh,RAD52 inh
CN(CC(=O)Nc1ccc(Cl)cc1)c1ccc(S(=O)(=O)N2CCCCC2)cc1[N+](=O)[O-],-5,-2,·,·,-2,0,-4,·
CC(C)n1c(=O)c2ccccc2n1Cc1cn(-c2ccc(Cl)cc2)nn1,4,2,8.6,·,-3,3,9,-5
CCCNC(=O)C[C@@H]1CC[C@H]2[C@@H](COc3ccc(NC(=O)Cc4ccccc4)cc3C(=O)N2C)O1,7,-10,-0.1,-1,4,-2,4[16.7 µM],2
Cc1ccc(-c2noc(C3CCCN(C(=O)c4ccccc4Br)C3)n2)o1 (configuration not stated),-3,-10,·,0,-1,-1,-2,-54
C=CCNC(=O)[C@H]1[C@@H]2C(=O)O[C@@H](c3ccccc3)[C@@H](c3ccccc3)N2[C@@H](c2ccc(O)cc2)[C@]12C(=O)N(C(=O)OCCOC)c1ccc(C#CC3(O)CCCCCC3)cc12,-11,-3,·,1,·,-4,·,19
CCOc1cccc(C(=O)Nc2cnn(Cc3ccccc3)c2)c1,3,2,·,·,-20,-1,7,·
C[C@@H]1CCCCO[C@H](CN(C)Cc2ccc(C(=O)Nc3ccccc3N)cc2)[C@@H](C)CN([C@@H](C)CO)C(=O)c2cc(NS(=O)(=O)c3ccc(Cl)cc3)ccc2O1,-2,-1,0.0,5,2,1,39[16.7 µM],-19
OC1C(O)C(O)C(O)C(O)C1O (configuration not stated),4&-6&-7,-2&1&-8,0.2&-0.3&0.0,-1&-2&-1,-3&-7,0&0&1,-1&-2&5,0&-7&3
CC(C)C(c1nnnn1C(C)(C)C)N1CCN(Cc2cccnc2)CC1 (configuration not stated),5,-14,·,-1,·,3,0,-20
Nc1ccc(C(=O)Nc2ccc(OC(F)(F)C(F)F)c(NC(=O)c3ccc(N)cc3)c2)cc1,2,6,·,-2,-1,-1,49,-45
COC(C(=O)Nc1ccnn1C1CCN(Cc2cccc(C)n2)CC1)c1ccccc1 (configuration not stated),1,4,·,-3,2,2,-8,-12
Cc1ccc(C(=O)NC(Cc2c[nH]c3ccccc23)C(=O)O)cc1 (configuration not stated),-4,1,·,·,·,0,3,·
O=C(CN(Cc1ccco1)C(=O)c1ccccc1F)Nc1ccccc1C(F)(F)F,5,-10,-0.3,2,-3,1,5,-32
CC(=O)c1ccc(NC(=S)NC(NC(=O)c2ccco2)C(Cl)(Cl)Cl)cc1 (configuration not stated),-2,0,·,·,-10,1,8,·
CN(CCc1ccccc1)C(=O)c1cccc(NC(=O)Cc2cccc(NC(=O)C3CCCN(C(=O)C4CCCCC4)C3)c2)c1 (configuration not stated),2,-2,-0.1,1,-5,-5,-4,-1
COc1ccc(NC2C=CS(=O)(=O)C2)c(OC)c1 (configuration not stated),4,-7,·,2,-4,3,9,-24
Cc1cc([N+](=O)[O-])ccc1NC(=O)CCC(=O)N1CCCCC1,-1,-7,-0.6,0,·,6,-1,-12
CCCC#Cc1ccc([C@H]2[C@@H](C#N)N(S(=O)(=O)c3cccc(F)c3)[C@H]2CO)cc1,·,·,-0.1,1,-5,·,·,-8
CCN(c1ccc(Cl)cc1)S(=O)(=O)c1nnc(NC(=O)C(C)C)s1,-3,1,·,1,3,1,·,-15
C[C@H](NC(=O)c1ccco1)C(=O)NC1CCCCCC1,-1,10,·,-1,·,0,·,-11

# Random excerpt: 6 records from the list.
SMILES,PglD DTNB,RAD54 branch,E-sel inducer,ERAP1 HTS inh,PGC1a acetyl inh,Cneo AK release,miR122 inh,RAD52 inh
COC(C(=O)Nc1ccnn1C1CCN(Cc2cccc(C)n2)CC1)c1ccccc1 (configuration not stated),1,4,·,-3,2,2,-8,-12
Cc1cc([N+](=O)[O-])ccc1NC(=O)CCC(=O)N1CCCCC1,-1,-7,-0.6,0,·,6,-1,-12
Cc1ccc(-c2noc(C3CCCN(C(=O)c4ccccc4Br)C3)n2)o1 (configuration not stated),-3,-10,·,0,-1,-1,-2,-54
Cc1ccc(C(=O)NC(Cc2c[nH]c3ccccc23)C(=O)O)cc1 (configuration not stated),-4,1,·,·,·,0,3,·
CCCC#Cc1ccc([C@H]2[C@@H](C#N)N(S(=O)(=O)c3cccc(F)c3)[C@H]2CO)cc1,·,·,-0.1,1,-5,·,·,-8
COc1ccc(NC2C=CS(=O)(=O)C2)c(OC)c1 (configuration not stated),4,-7,·,2,-4,3,9,-24

# Next section.
SMILES,PglD DTNB,RAD54 branch,E-sel inducer,ERAP1 HTS inh,PGC1a acetyl inh,Cneo AK release,miR122 inh,RAD52 inh
CC(C)(C)C1CCC(=NNC(=O)c2cc3c(s2)CCCC3)CC1 (configuration not stated),3,0,0.5,0,-2,1,-2,-19
CN1CCCN(C(=O)CNC(=O)c2ccccc2F)CC1,3,-8,·,1,·,0,·,-4
Cc1ccc(S(=O)(=O)N2CC(O)CC2C(=O)NCc2ccc3c(c2)OCO3)cc1 (configuration not stated),·,1,0.2,4,0,2,-2,-13
CCOc1ccccc1-c1cnc(NC)cn1,3,5,0.4,1,·,0,0,-4
O=C(C[C@@H]1CC[C@H](NC(=O)C2CCC2)[C@@H](CO)O1)NCc1ccccc1Cl,1,4,-0.8,1,-1,-1,·,6
C[C@H]1CN([C@@H](C)CO)C(=O)c2cc(NC(=O)C3CC3)ccc2O[C@@H]1CN(C)Cc1ccccc1,-1,-7,0.1,-1,0,50,9[16.7 µM],8
COc1cc(C2c3c(c(C)c(C)oc3=O)Oc3c(C)c(C)oc(=O)c32)ccc1OS(=O)(=O)c1ccc(C)cc1,5,-2,-0.4,3,·,1,·,-17
Cc1ccc(-c2cnc3c(c2)C(=O)N([C@H](C)CO)C[C@@H](C)[C@@H](CN(C)C(=O)Cc2ccncc2)O3)cc1,0,-3,0.7,-2,-1,3,-5[16.7 µM],-23
O=S(=O)(NCc1cccs1)c1cccc2cccnc12,-5,5,·,·,8,-2,59,·
C[C@@H]1CN([C@@H](C)CO)C(=O)c2cc(NC(=O)Cc3cn(C)c4ccccc34)ccc2O[C@@H]1CN(C)C(=O)Nc1ccc2c(c1)OCO2,-1,9,·,-2,0,1,4[16.7 µM],-14
Cc1ccc(S(=O)(=O)N(C)C[C@H]2Oc3c(cccc3N(C)C)C(=O)N([C@@H](C)CO)C[C@@H]2C)cc1,2,4,0.2,3,-12,-4,-3[16.7 µM],2
CC(C)NC(=O)N1[C@@H](CO)[C@@H](c2ccccc2)C12CN(C(=O)CN(C)C)C2,·,·,0.2,-4,-5,·,·,-1
COCCNC(=O)CSc1nnc(NC(=O)C2CC(=O)N(c3ccccc3OC)C2)s1 (configuration not stated),4,8,-0.1,2,-4,-4,-5,-8
COc1ccc(OCCSc2nnc(-c3ccccc3)n2N)cc1,-1,9,·,·,-8,-1,79,·
O=C(C[C@H]1CC[C@@H]2[C@H](COC[C@H](O)CN2CCc2ccccc2)O1)NCc1ccc(Oc2ccccc2)cc1,0,-9,0.0,1,3,-1,-12[16.7 µM],-13
CC(C)C(c1nnnn1Cc1ccc(F)cc1)N1CCN(C2CCCC2)CC1 (configuration not stated),1,-4,0.9,3,1,1,-2,-7
CCN(CC)C(=O)c1c[nH]c2ccc(S(=O)(=O)Nc3cc(C)cc(C)c3)cc2c1=O,-1,-4,·,·,2,3,6,·
Cc1cc(C)cc(NS(=O)(=O)c2cnc(Cl)c(Cl)c2)c1,-4,-7,·,·,2,5,19,·
CC(C)(C)c1ccc(/C=C2\SC(=O)N=C2N)cc1,-1,-3,·,-5,1,-1,-3,-6
CCOc1ccc(N(CC(=O)NCCSCc2ccccc2)S(=O)(=O)c2ccccc2)cc1,-3,5,-0.1,-2,-12,0,2,3

# By substructure, those above with a tert-butyl group (three)
SMILES,PglD DTNB,RAD54 branch,E-sel inducer,ERAP1 HTS inh,PGC1a acetyl inh,Cneo AK release,miR122 inh,RAD52 inh
CC(C)C(c1nnnn1C(C)(C)C)N1CCN(Cc2cccnc2)CC1 (configuration not stated),5,-14,·,-1,·,3,0,-20
CC(C)(C)C1CCC(=NNC(=O)c2cc3c(s2)CCCC3)CC1 (configuration not stated),3,0,0.5,0,-2,1,-2,-19
CC(C)(C)c1ccc(/C=C2\SC(=O)N=C2N)cc1,-1,-3,·,-5,1,-1,-3,-6

# Other results follow.
SMILES,PglD DTNB,RAD54 branch,E-sel inducer,ERAP1 HTS inh,PGC1a acetyl inh,Cneo AK release,miR122 inh,RAD52 inh
C[C@@H]1CN([C@H](C)CO)C(=O)Cc2cc(NS(=O)(=O)c3ccccc3)ccc2O[C@H]1CN(C)S(=O)(=O)c1ccccc1,-3,1,0.0,0,-8,1,20[16.7 µM],-15
COc1ccc(-c2sc3cc4c(cc3c2C#CC2(O)CCCCC2)OCO4)cc1,-7,8,0.2,·,·,-1,10,-20
C[C@@H]1CN([C@H](C)CO)C(=O)c2cccc(NS(=O)(=O)c3ccccc3)c2O[C@H]1CN(C)C(=O)Nc1ccc(C(F)(F)F)cc1,1,6,-0.1,-3,-7,2,11[16.7 µM],25
CCOC(=S)NC(=O)c1sc2ccccc2c1Cl,-2,2,·,·,2,1,-4,·
O=C(CCC(=O)N1CCCCCC1)Nc1ccc([N+](=O)[O-])cc1,-5,-9,·,-1,-3,13,-5,-11
Cc1c(Cl)cccc1NC(=O)C(=O)NNC(=O)c1ccccc1F,5,3,-2.5,-1,-3,-3,-10,15
O=C(N/N=C/c1cc(Cl)cc(Cl)c1O)c1ccncc1,8,-16,·,5,15,-2,-2,-26
Cc1ccc2oc(=O)c(/C=C(\O)CC(C)C)nc2c1,21*,-3,·,·,-8,1,-3,·
Cc1[nH]c(=S)c(C#N)c(C)c1Cc1ccc(Cl)cc1Cl,0,-4,0.1,·,-12,0,0,-29
Cc1ccc(S(=O)(=O)NCC[C@H]2CC[C@@H](NS(=O)(=O)c3ccccc3Cl)[C@@H](CO)O2)cc1,-2,-2,-0.2,1,-1,-2,·,7
O=C(NCc1ccccn1)Nc1ccc(Cl)cc1Cl,9,-8,-0.1,1,·,-1,·,-1
COc1ccccc1COc1ccc2c(C)c(CCC(=O)O)c(=O)oc2c1C,7,-3,-0.1,-4,-15,0,·,-8

# Arranged by the number under PGC1a acetyl inh (smallest number first): 3 from the list above
mol	PGC1a acetyl inh
C[C@@H]1CN([C@H](C)CO)C(=O)Cc2cc(NS(=O)(=O)c3ccccc3)ccc2O[C@H]1CN(C)S(=O)(=O)c1ccccc1	-8
Cc1ccc(S(=O)(=O)NCC[C@H]2CC[C@@H](NS(=O)(=O)c3ccccc3Cl)[C@@H](CO)O2)cc1	-1
CCOC(=S)NC(=O)c1sc2ccccc2c1Cl	2

# 2 successive entries out of the list so far, quoted:
SMILES,PglD DTNB,RAD54 branch,E-sel inducer,ERAP1 HTS inh,PGC1a acetyl inh,Cneo AK release,miR122 inh,RAD52 inh
Cc1ccc2oc(=O)c(/C=C(\O)CC(C)C)nc2c1,21*,-3,·,·,-8,1,-3,·
Cc1[nH]c(=S)c(C#N)c(C)c1Cc1ccc(Cl)cc1Cl,0,-4,0.1,·,-12,0,0,-29
